Bioassay records (PubChem BioAssay)
Phagocyt inh: blocks phagocytosis by macrophages | 110,000 compounds, 0.07% hits | J774A.1 macrophage IgG-bead phagocytosis, imaging | AID 1029 | inhibition, % at 5 µM;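 active = inhibition above the mean of the plate negative controls plus 5 SD, cut at about 13% in these data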;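 note: phagocytic index as fraction of beads internalized from green versus red external bead signal; plate controls were DMSO negative control for no effect and cytochalasin-D positive control for full effect; some results beyond the cut were filed as inactive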
NPY-Y2 antag: NPY-Y2 (human) receptor antagonism; P49146; NPY-Y2 expressing cells, antagonist mode; inhibition, % at 2.7 µM; 140,000 compounds, 0.99% hits; AID 793; in the data active = inhibition above about 17%;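 note: 0% = vehicle with agonist challenge and 100% = reference antagonist with challenge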
Target sequence (P49146 whole entry, looked up): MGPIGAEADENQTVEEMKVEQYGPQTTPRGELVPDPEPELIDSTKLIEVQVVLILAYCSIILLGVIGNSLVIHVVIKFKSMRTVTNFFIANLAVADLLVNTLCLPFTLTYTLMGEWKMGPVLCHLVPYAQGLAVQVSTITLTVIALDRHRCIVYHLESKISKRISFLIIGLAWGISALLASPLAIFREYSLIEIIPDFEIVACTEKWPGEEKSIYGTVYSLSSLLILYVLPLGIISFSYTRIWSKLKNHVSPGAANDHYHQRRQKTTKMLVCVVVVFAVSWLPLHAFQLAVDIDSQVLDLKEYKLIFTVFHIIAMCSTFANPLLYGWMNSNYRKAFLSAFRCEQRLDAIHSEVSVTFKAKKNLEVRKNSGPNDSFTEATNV
Measles CPE: protection of cells from measles virus. Measles virus-infected cells, CPE protection, absorbance. protection (pct of control), % at 4 µM. 140,000 compounds, 1.5% hits; in the data active = protection mostly above about 24%, no sharp cut-off; inactive = mostly below about 26%; note: some compounds called inactive have numbers as strong as hits
HCT116 bCat-KO: beta-catenin-lacking colon tumor cell growth suppression; HCT116 beta-catenin knockout viability, CellTiter-Glo, 60 h; hits give low values; 140,000 compounds, 1.5% hits; viability, % at 10 µM;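 active = viability at or under a set limit, the compound median less 4 SD, cut at about 6% in these data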;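 note: 0% = Hyamine 1622 control at 20 µM and 100% = untreated cell control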
Yeast lifespan up: yeast lifespan extension. 130,000 compounds, 0.68% hits. inhibition of the nicotinamide effect, % at 10 µM. S. cerevisiae growth with nicotinamide, OD615; deaD strain in restrictive glucose medium. AID 775;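 active = inhibition above a set limit, placed 3 SD over the median of all compounds, cut at about 26% in these data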;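 note: 0% = nicotinamide-treated wells and 100% = cells grown without nicotinamide; some compounds called inactive have numbers as strong as hits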
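Buffer or medium: CSMM-D glucose medium, restrictive; test system: modified budding yeast, DeaD strain; compound: single dose 10 µM compound, 0.25% DMSO; schedule: culture preincubation 4 h, compound exposure 48 h, both 30 °C; detection: optical density (absorbance) at 615 nm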
GALR2 blocker: GALR2 (human) receptor antagonism; GALR2-expressing cells, antagonist mode; inhibition, % at 4 µM; 140,000 compounds, 0.39% hits; AID 828; in the data active = inhibition above about 27%;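 note: cells stimulated with galanin 1-16 at roughly its EC80; 0% = agonist challenge control and 100% = basal control without agonist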
Target sequence (O43603 whole entry, looked up): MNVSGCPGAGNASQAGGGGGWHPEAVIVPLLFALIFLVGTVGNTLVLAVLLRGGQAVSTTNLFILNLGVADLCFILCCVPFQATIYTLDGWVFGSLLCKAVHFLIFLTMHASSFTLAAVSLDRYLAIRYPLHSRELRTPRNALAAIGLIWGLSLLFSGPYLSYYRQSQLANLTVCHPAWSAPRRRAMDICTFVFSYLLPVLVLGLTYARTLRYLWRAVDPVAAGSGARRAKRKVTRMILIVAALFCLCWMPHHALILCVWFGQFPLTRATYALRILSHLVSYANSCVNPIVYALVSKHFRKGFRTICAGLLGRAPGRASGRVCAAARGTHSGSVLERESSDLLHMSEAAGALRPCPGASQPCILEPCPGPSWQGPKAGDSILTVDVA
E-sel TNF inh: blocks E-selectin expression induced by TNF alpha. HUVEC TNFa-induced E-selectin immunofluorescence, high content. 120,000 compounds, 0.71% hits. inhibition, % at 2 µM. AID 1246;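 active = inhibition above the batch mean plus 3 SD, and confirmed as a hit on visual image review, cut at about 43% in these data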;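 note: 0% = TNF-stimulated DMSO wells and 100% = unstimulated control wells; not every result past the cut was called active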
HCT116 PTEN-null: suppresses growth of cells with PTEN deletion; viability, % at 10 µM; AID 827; HCT116 PTEN-null viability, CellTiter-Glo, 60 h; hits give low values; 140,000 compounds, 1.2% hits;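 active = viability at or below a set limit, 4 SD under the median of all tested compounds, cut at about 3.7% in these data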;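 note: PTEN knockout HCT116 line with beta catenin targeted HCT116 as companion control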
MRP1 act: activates MRP-1. H69AR cells + doxorubicin, viability rescue, CellTiter-Glo. viability increase, % at 10 µM. 140,000 compounds, 0.61% hits. AID 799;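 active = viability gain under doxorubicin at or above a set limit, the compound median plus 3 SD, cut at about 4.7% in these data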;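 note: MRP-1 overexpressing cells given doxorubicin 25 µM after compound pretreatment; 18-22 h compound pretreatment then 72 h with doxorubicin before readout; 0% = doxorubicin-only wells and 100% = vehicle-treated cells without doxorubicin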
BB579 growth dn: chemicals that inhibit yeast BB579 growth in restrictive medium (lifespan-shortening candidates). S. cerevisiae BB579 growth, OD615, 48 h. inhibition, % at 10 µM. 140,000 compounds, 0.51% hits. AID 804;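 active = inhibition above a set limit, 3 SD over the mean compound inhibition, cut at about 44% in these data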; note: inactives centre near -24
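System: DeaD yeast strain BB579; buffer or medium: CSMM-D dextrose restrictive medium; technique: OD at 615 nm; schedule: 4 h cell preincubation, 48 h compound exposure, 30 °C humidified; doses: single 10 µM dose; controls: amphotericin B 10 µg/mL, positive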
The depositor's hits bear a star; / = no result given.

SMILES	Phagocyt inh	NPY-Y2 antag	Measles CPE	HCT116 bCat-KO	Yeast lifespan up	GALR2 blocker	E-sel TNF inh	HCT116 PTEN-null	MRP1 act	BB579 growth dn
O=C(CCC1CCCCC1)Nc1ccc(S(=O)(=O)Nc2nccs2)cc1	-1	-3	10	107	-9	2	-25	88	-0.8	-33
COc1ccc(-c2cc(C(F)(F)F)nc(SCC(=O)Nc3cc(C)on3)n2)cc1OC	1	22*	3	82	-19	-9	18	78	-2.3	-52
c1ccc2cc(OCc3nc4ccccc4[nH]3)ccc2c1	/	3	14	86	/	10	5	92	3.3	-40
COc1ccc([N+](=O)[O-])cc1NC(=O)C(C)N(C)Cc1cccc(OC)c1OC (centres undefined)	-9	1	31	72	-5	-6	/	73	-4.0	-3
Cc1ccc(-c2cc(C(=O)O)c3cc(Br)ccc3n2)o1	9	1	23	88	-4	1	/	101	-2.5	-5
CCOC(=O)C1CCN(C(=O)c2ccc(Cl)c(S(=O)(=O)N3CCOCC3)c2)CC1	-1	-1	4	92	-5	-4	/	94	-2.8	5
COc1ccc(CCNC(N)=S)cc1OC	-9	0	12	95	0	-12	0	89	-1.0	-51
S=c1[nH]cc(-c2ccccc2)n1-c1cccc(Cl)c1	-5	-2	6	95	4	-8	20	99	-1.6	2
C=CCOCCN1C(=O)C2C(c3ccccc3)C=CC(c3ccccc3)C2C1=O (centres undefined)	-1	0	7	93	-1	7	7	80	-3.8	-31
CCS(=O)(=O)N1Cc2ccccc2CC1C(=O)Nc1nnc(SCc2ccc(F)cc2)s1 (centres undefined)	-4	10	3	72	3	-2	/	76	-1.6	-2
Cc1ccc(C)n1-c1sc2c(c1C#N)CCC(C)C2 (centres undefined)	1	7	18	70	-7	-11	-31	70	-2.4	-21
C/C(=N/NC(=O)c1ccoc1C)c1cccc(NC(=O)C2CC2)c1	-5	0	23	98	-2	17	/	100	-1.0	4
COC(=O)c1c(-n2cnnn2)sc(C)c1C	-3	3	18	87	-24	0	/	104	-1.4	-19
O=C(CC1(O)C(=O)N(CCc2ccccc2)c2ccccc21)c1ccco1 (centres undefined)	0	2	7	35	-7	1	/	68	-4.6	-44
Cc1cccc2cc(CN(CC3CCCO3)C(=O)c3cnccn3)c(=O)[nH]c12 (centres undefined)	0	-2	14	100	-8	3	-1	98	-0.7	-43
CCSc1nsc(SCC)c1C(N)=O	0	-1	5	96	-19	2	/	95	-2.5	-12
CCOC(=O)C1=C(C)N(C)C(=S)NC1c1ccccc1Cl (centres undefined)	/	9	2	82	-21	-3	-2	67	-3.0	-29
CCCc1cc(=O)oc2cc(C)c3c(C)coc3c12	-1	1	7	91	-19	-12	/	85	-3.0	-21
CCOc1ccc(NC(=O)CSc2nnc(COc3c(C)cccc3C)o2)cc1	0	2	11	96	-2	3	/	112	-2.3	-45
COc1cc(O)c(C(C)=O)cc1OC	/	2	11	86	/	7	-15	104	-1.2	19

Complete entries, looked up by structure.
Listed for `COC(=O)c1c(-n2cnnn2)sc(C)c1C` : Phagocyt inh: -3; NPY-Y2 antag: 3; Measles CPE: 18; HCT116 bCat-KO: 87; Yeast lifespan up: -24; GALR2 blocker: 0; E-sel TNF inh: /; HCT116 PTEN-null: 104; MRP1 act: -1.4; BB579 growth dn: -19
Listed for `O=C(CC1(O)C(=O)N(CCc2ccccc2)c2ccccc21)c1ccco1` (centres undefined) : Phagocyt inh: 0; NPY-Y2 antag: 2; Measles CPE: 7; HCT116 bCat-KO: 35; Yeast lifespan up: -7; GALR2 blocker: 1; E-sel TNF inh: /; HCT116 PTEN-null: 68; MRP1 act: -4.6; BB579 growth dn: -44
Listed for `CCS(=O)(=O)N1Cc2ccccc2CC1C(=O)Nc1nnc(SCc2ccc(F)cc2)s1` (centres undefined) : Phagocyt inh: -4; NPY-Y2 antag: 10; Measles CPE: 3; HCT116 bCat-KO: 72; Yeast lifespan up: 3; GALR2 blocker: -2; E-sel TNF inh: /; HCT116 PTEN-null: 76; MRP1 act: -1.6; BB579 growth dn: -2

More records:
SMILES	Phagocyt inh	NPY-Y2 antag	Measles CPE	HCT116 bCat-KO	Yeast lifespan up	GALR2 blocker	E-sel TNF inh	HCT116 PTEN-null	MRP1 act	BB579 growth dn
CCN(CC)S(=O)(=O)c1cccc(-c2nnc(SCCOc3ccccc3C)o2)c1	0	26*	4	31	-6	-8	-44	46	-1.2	-54
CCOC(=O)c1ccc(-n2c(O)c(/C=N/NC(=O)C3COc4ccccc4O3)c3ccccc3c2=O)cc1 (centres undefined)	-7	1	24	92	2	-8	0	97	-0.8	-17
O=c1c2ccccc2c(-c2ccccc2)nn1Cc1c(Cl)cccc1Cl	0	3	5	82	-1	-6	-14	80	-0.3	-5
OC(COCc1cccs1)CN1CCN(c2cccc(C(F)(F)F)c2)CC1 (centres undefined)	-11	3	14	73	-5	-18	/	92	-3.4	14
COc1ccc(C2(CNC(=O)c3ccc(Br)o3)CCOCC2)cc1	1	1	20	93	-5	2	-23	87	-3.4	-5
CCSc1nnc(-c2cccs2)o1	/	5	10	108	-11	8	100*	102	-1.4	-11
O=C(NNC(=O)c1ccccc1-c1ccccc1C(=O)O)c1cccc([N+](=O)[O-])c1	/	2	25	92	1	14	/	107	-1.0	-10
CC(C)C(=O)Nc1ncc2c(n1)CC(c1cccs1)CC2=O (centres undefined)	/	5	12	87	/	2	-9	88	-0.6	-20
Nc1nc(C(=O)N2CCOCC2)nn1S(=O)(=O)c1ccc(Cl)cc1	0	5	1	95	-14	-5	0	102	0.0	1
O=C(CCCNS(=O)(=O)c1cccs1)N1CCc2ccccc2C1	-1	3	13	102	-10	16	11	109	-0.1	-11

Part of the list above, limited to E-sel TNF inh, MRP1 act and HCT116 bCat-KO:
structure | E-sel TNF inh | MRP1 act | HCT116 bCat-KO
O=c1c2ccccc2c(-c2ccccc2)nn1Cc1c(Cl)cccc1Cl | -14 | -0.3 | 82
OC(COCc1cccs1)CN1CCN(c2cccc(C(F)(F)F)c2)CC1 (centres undefined) | / | -3.4 | 73

Further entries follow:
SMILES	Phagocyt inh	NPY-Y2 antag	Measles CPE	HCT116 bCat-KO	Yeast lifespan up	GALR2 blocker	E-sel TNF inh	HCT116 PTEN-null	MRP1 act	BB579 growth dn
O=Cc1cc([N+](=O)[O-])ccc1N1CCOCC1	-5	2	33*	105	6	0	0	105	-1.0	-2
COc1cccc(C(c2sc3ncnn3c2O)N2CCc3ccccc3C2)c1 (centres undefined)	/	4	3	81	-4	-3	-10	75	1.4	-26
COc1ccc(C(=N/O)/C(=N/O)c2ccc(OC)cc2)cc1	-1	1	1	86	-10	-2	-14	86	-1.8	-27
COc1cccc(CNC(=O)C2CCCN(S(C)(=O)=O)C2)c1 (centres undefined)	-1	2	8	108	-10	4	-5	106	0.0	-14
O=C(c1ccc(N2CCN(CCO)CC2)nc1)N1CCOCC1	-2	-1	7	94	-1	12	/	101	-0.9	-1
CN(C)c1ccc(C2CC(=O)NC3=C2C(=O)CC(C)(C)C3)cc1 (centres undefined)	/	-1	9	85	-18	3	-16	95	-0.7	15
CCCCN(CCCC)C(=O)c1cc(Cl)ccc1[N+](=O)[O-]	-3	7	5	70	6	13	/	77	-3.2	3
O=C(N/N=C1\CCCc2ccccc21)c1ccc([N+](=O)[O-])cc1Cl	/	-1	5	69	-18	8	-6	76	-1.8	-17
OC(COCC1COc2ccccc2O1)CN1CCCCC1 (centres undefined)	-2	5	5	92	4	-2	/	90	-1.9	-6
Cc1cccc(CN2CCN(CC(=O)O)C2=O)c1	/	4	3	60	-12	3	-12	77	-0.9	-7
CS(=O)(=O)N(CC(=O)NCc1ccc2c(c1)OCO2)c1ccccc1	0	1	27	92	-15	9	-17	87	-3.4	-1
CCC(C(=O)OCCN(CC)CC)c1ccccc1 (centres undefined)	/	1	8	106	9	6	/	107	-0.3	-24
C/C(CC(=O)Nc1ccccc1Br)=N\NC(=O)C(=O)N1CCCC1	0	3	9	97	-3	3	19	109	1.0	-56
O=C(Nc1nc2c(s1)CCc1ccccc1-2)c1ccco1	-1	7	24	66	-12	-1	8	75	-0.7	-34
Cc1nc2ccc(S(=O)(=O)NCC(=O)N3CCC(C)CC3)cc2s1	1	6	6	99	-2	-9	/	87	-1.7	-2
CC(=O)Nc1ccc(NC(=S)NC(=O)c2cc3ccccc3o2)cc1	-8	11	6	98	-4	-5	-22	91	-3.6	-29
C/C=C(/C)C(=O)O[C@@H]1c2c(ccc3ccc(=O)oc23)O[C@@H]1C(C)(C)OC(C)=O	/	2	2	97	3	16	/	101	-1.2	-41
CC1(C)CC2(CCO1)OC(=O)CC2C(=O)Nc1cccc2ccccc12 (centres undefined)	4	-3	15	97	-4	21	/	95	-2.7	-36
C/C(=N\NC(=O)C1CC1(C)c1ccccc1)c1ccco1 (centres undefined)	-3	5	71*	87	-4	18	/	104	-2.1	-6
CCCCCCCNC(=O)CC(NS(=O)(=O)c1ccc(NC(C)=O)cc1)C(C)C (centres undefined)	-1	2	5	96	2	-7	0	102	1.1	-19
COc1ccc(S(=O)(=O)N2CCCC(C(=O)NCc3ccccn3)C2)cc1Cl (centres undefined)	0	1	5	105	-6	5	14	91	-0.8	-4
CCOc1cc(C#N)c(NC(=O)c2ccnn2C)cc1OCC	0	1	2	87	-10	8	17	97	0.1	-2
Cc1c(Cl)cccc1NC(=O)CNc1cccc(C(F)(F)F)c1	-13	0	9	96	-6	4	/	91	-0.6	-7
O=C(O)c1ccc2nc(C(F)(F)F)[nH]c2c1	0	2	15	87	-11	9	-19	106	0.0	-28
CCOC(=O)C1CCCN(C(=O)c2cnn3c(C(F)F)cc(-c4ccc(C)cc4)nc23)C1 (centres undefined)	0	26*	16	57	-13	7	6	56	-1.5	-6
CC1=C(C(=O)Nc2ccccn2)C(c2ccc(Br)cc2)n2ncnc2N1 (centres undefined)	-1	0	6	89	-4	-2	/	87	0.2	7
N#Cc1c2n(c3c(=O)[nH]cnc13)CCCC2	1	3	5	92	-19	-15	-2	95	-1.8	-26

Hits appear at their usual frequency, and some 6.3% of all compounds hit somewhere here.
